# PKA-R2B activ: PKA-R2B complex activation; actives 0.079% (n = 340,000); P22694+P31323; PKA-R2B holoenzyme dissociation, Cy5-IP20 fluorescence polarization; R2B truncated from residue 108, S112A mutant; 0% DMSO only, 100% 113 µM cGMP; AID 504700; activation, % at 11.4 µM;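 active means activation above a cutoff set at the mean over all compounds plus 3 SD, cut at about 18% in these data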;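 further: higher means more holoenzyme dissociation and a rise in polarization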
# MOR-DOR ag: agonists of human mu-delta opioid receptor heterodimerization; cells, OPRM1-OPRD1 heterodimerization, luminescence; activation, % at 9.3 µM; actives 0.3% (n = 340,000); AID 504326; in the data active means activation above about 18%;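 further: 0% = vehicle-treated cells and 100% = reference agonist; values of inactives mirror those of a sister screen read the other way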
# HTR5A inv ag: inverse agonist of human HTR5A in OPRM1-OPRD1 counter-screen; P47898; actives 0.083% (n = 340,000); HTR5A cell line, luminescence, inverse agonism; inhibition, % at 9.3 µM; AID 504634; in the data active means inhibition mostly above about 23%, no sharp cut-off; inactive means mostly below about 18%;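 further: 0% = cells with DMSO and 100% = no-cell wells with DMSO; some compounds called inactive have numbers as strong as hits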
# MOR-DOR inv ag: inverse agonists of human mu-delta opioid receptor heterodimerization | cell-based MOR-DOR heterodimer luminescence, inverse agonism | inhibition, % at 9.3 µM | actives 0.21% (n = 340,000); in the data active means inhibition above about 22%, passing the limit was not always enough;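 further: 0% = cells with DMSO and 100% = wells without cells with DMSO; values of inactives mirror those of a sister screen read the other way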
# PKA-R1A activ: activators of PKA-R1A complex; AID 504707; activation, % at 11.4 µM; actives 0.083% (n = 340,000); PKA-R1A dissociation, Cy5-IP20 fluorescence polarization; scaled: DMSO 0%, 113 µM cGMP 100%; P00514+P68181;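 active means percent activation above the mean of all tested compounds plus 3 SD, cut at about 19% in these data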;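 further: higher means more PKAc released from R1A so a rise in polarization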
# Arr AP2 block: inhibitors of human beta-arrestin and AP2 interaction. FITC-arrestin peptide / GST-AP2 beads, flow cytometry; AP2 beta2 appendage carries R879A mutation. inhibition, % at 10 µM. actives 0.31% (n = 340,000);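 active means inhibition above a set limit, near 3 SD of compounds lacking own fluorescence, cut at about 54% in these data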;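 further: plate controls were DMSO wells for no effect and 5 µM unlabelled arrestin peptide for full effect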
#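 Material – AP2 appendage R879A on GSH beads · Buffer or medium – PBS with 0.05% Tween 20 and 0.1% BSA · Probe or stimulus – fluorescein-tagged arrestin peptide at 50 nM final · Incubation – compound with beads 12 min RT, then probe 1 h RT · Detection – high-throughput flow cytometry of beads, ex 488, em 535 nm · Evaluation – percent response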
# HTR5A ag: activates human HTR5A in OPRM1-OPRD1 agonist counter-screen; HTR5A agonist assay, luminescence, cell-based; activation, % at 9.3 µM; actives 0.61% (n = 340,000); AID 504692; in the data active means activation mostly above about 9.5%, no sharp cut-off; inactive means mostly below about 7.6%;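 further: 0% = cells with vehicle only and 100% = reference agonist; strong numbers were not always called active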
# V-ATPase pH: yeast V-ATPase proton transport regulation by pHLuorin; S. cerevisiae, pHLuorin cytosolic pH fluorescence; response, % at 10 µM; actives 0.37% (n = 350,000); AID 504577; in the data active means response mostly above about 7.3%, no sharp cut-off; inactive means mostly below about 5.4%; further: actives read high; inactives centre near 0; some compounds called inactive have numbers as strong as hits; reference of the scale not given here
# DAGLB inhibitor: diacylglycerol lipase beta (human) inhibition; actives 0.059% (n = 340,000); inhibition, % at 5.17 µM; HEK293T DAGLB membrane lysate, EnzChek fluorogenic substrate; Q8NCG7; in the data active means inhibition above about 34%;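 further: 0% = enzyme with vehicle and 100% = wells lacking enzyme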
# Target sequence (Q8NCG7 whole entry, looked up): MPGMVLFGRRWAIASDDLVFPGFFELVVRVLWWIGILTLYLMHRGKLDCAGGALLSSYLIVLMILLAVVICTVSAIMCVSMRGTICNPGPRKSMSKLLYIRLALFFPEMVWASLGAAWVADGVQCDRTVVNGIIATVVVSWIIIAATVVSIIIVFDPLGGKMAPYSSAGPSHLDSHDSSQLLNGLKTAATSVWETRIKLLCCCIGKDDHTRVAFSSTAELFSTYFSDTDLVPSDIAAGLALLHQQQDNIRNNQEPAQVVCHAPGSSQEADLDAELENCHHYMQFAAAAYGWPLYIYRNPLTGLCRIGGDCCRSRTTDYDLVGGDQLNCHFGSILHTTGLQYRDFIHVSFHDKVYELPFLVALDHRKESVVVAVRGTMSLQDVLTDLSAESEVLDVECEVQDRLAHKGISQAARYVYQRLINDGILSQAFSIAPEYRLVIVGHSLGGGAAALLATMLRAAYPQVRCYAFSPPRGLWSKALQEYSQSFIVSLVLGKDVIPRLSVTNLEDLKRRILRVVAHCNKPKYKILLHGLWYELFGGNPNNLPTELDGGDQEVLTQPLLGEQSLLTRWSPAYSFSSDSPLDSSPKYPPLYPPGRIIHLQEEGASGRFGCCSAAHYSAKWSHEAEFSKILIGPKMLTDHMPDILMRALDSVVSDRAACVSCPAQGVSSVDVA
# DSG3 Ab inh: blocks pemphigus antibody binding to human desmoglein-3. P32926. DSG3-coupled beads, scFv-anti-DSG3-GFP binding, flow cytometry; stronger effect = lower value. binding (percent of control), % at 10 µM. actives 0.48% (n = 310,000);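 active means binding more than 3 SD below its plate's average and above zero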;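 further: hits lower antibody fragment binding to DSG3; some compounds called inactive have numbers as strong as hits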
# Active calls of the source: *; / = not tested or not shown.
# Every second line gives: PKA-R2B activ	MOR-DOR ag	HTR5A inv ag	MOR-DOR inv ag	PKA-R1A activ	Arr AP2 block	HTR5A ag	V-ATPase pH	DAGLB inhibitor	DSG3 Ab inh
1	COc1ccccc1-n1c(SCC(=O)O)nc2sc3c(c2c1=O)CCC3
  -12	-3.1	-12	16	1	38	1	1	3	94
2	Cc1ccccc1NC(=O)N(C(C)C)C(C)C
  -6	-2.2	-5	12	1	-9	1	3	0	103
3	CN1CCN(C(=O)c2cc3cc(F)ccc3[nH]2)CC1
  -3	-3.0	-22	17	-5	-13	6	-1	2	93
4	COc1ccc(OCC(=O)Nc2c(Cl)ccc3nsnc23)cc1
  6	-1.4	1	7	12	0	5	4	-2	110
5	CCC(=O)Nc1ccc(S(=O)(=O)N2CCOCC2)cc1
  -14	-2.6	0	14	-16	-23	0	3	1	104
6	O=C(COc1ccccc1)NCc1n[nH]c(=S)n1-c1ccccc1
  -3	-0.9	11	5	0	8	-4	-1	-2	103
7	COc1ccccc1C(=O)c1nc2ccccc2n1C
  6	-0.4	4	2	1	22	-1	-4	0	88
8	CC(C)(C)OC(=O)NCCCCCNC(=O)c1[nH]cnc1C(=O)Nc1ccc(Cl)cc1
  -3	5.8	-4	-33	-8	16	1	12	1	97
9	Cc1[nH]n2c(=O)c(C#N)c(-c3ccccc3)nc2c1-c1ccccc1
  -8	-2.6	-6	15	3	23	2	-3	9	100
10	CCc1ccc(OCCCC(=O)O)c(Br)c1
  -15	-3.1	-2	18	-6	-2	7	-1	-1	99
11	COc1cc2c3c(c1OC)C1(C=CC(=O)C=C1)CC3N(C(C)=O)CC2 (configuration not stated)
  0	-3.1	8	17	8	-1	-1	1	0	109
12	COc1nc(NCc2ccco2)nc(N2CCC(C)CC2)n1
  3	1.3	-3	-7	1	1	1	0	-2	106
13	O=C(CN(CCc1ccccc1)S(=O)(=O)c1ccc(Cl)cc1)N/N=C/c1ccccc1C(=O)O
  -4	-0.1	-28	0	-16	44	-2	0	10	99
14	COc1ccccc1-c1nnc(SC2CCc3ccccc3NC2=O)s1 (configuration not stated)
  0	1.0	-9	-5	0	5	4	2	-4	101
15	OCCN1CCN(CC(O)C(F)(F)F)CC1 (configuration not stated)
  -14	0.4	24	-2	1	31	5	6	5	103
16	COc1ccc2[nH]c3c(c2c1)CCN1C(=O)C(CC(=O)NCc2ccco2)C[C@H](C(=O)N(C(C)C)C(C)C)[C@@]31C (some centres not stated)
  -10	-2.5	5	12	-3	-14	-1	-1	-2	95
17	Cc1noc(C)c1CSCC(=O)OCC(=O)Nc1ccc(OC(F)(F)F)cc1
  -11	/	/	/	0	/	/	4	1	104
18	COc1ccc(C(=O)NNC(=O)Cn2nc(C)cc2C)cc1S(=O)(=O)N1CCOCC1
  6	/	/	/	-8	/	/	3	1	108
19	O=C(COC(=O)c1ccc2c(c1)S(=O)(=O)N=C1CCCCCN12)NCCc1ccc(F)cc1
  -6	-2.4	19	12	9	-8	-6	-1	0	103
20	CCOc1ccc(C(=O)NCC(=O)OCC(=O)N2CCCC2)cc1
  -1	-1.2	22	7	-11	-19	-1	-4	1	108
21	C/C(=N/NC(=O)c1ccncc1)c1c[nH]c2ccccc12
  -16	0.2	-6	-1	-6	0	2	2	-1	99
22	CCN(CC)c1ccc(/C=N/N2CCN(Cc3ccc(Cl)cc3)CC2)c(O)c1
  11	-2.5	-39	13	2	-5	13*	-5	-6	103
23	CCCC(=O)Nc1ccccc1NC(=O)c1ccc(OCC)cc1
  -16	-2.3	0	14	-3	3	4	-1	-1	84
24	O=C(NCCOc1ccc(F)cc1)c1ccccc1SCc1ccccc1
  -12	2.6	2	-19	-13	2	-1	-3	-5	107
25	CCN(CC)c1ccc(/C=N/NC(=O)Cc2ccc(OC)c(OC)c2)cc1
  3	-2.5	-5	12	-1	-14	2	2	4	/
26	Cc1c(CN(C)C)c2c(n1C)C(=O)c1ccc(Br)cc1-2
  11	1.6	6	-9	5	-3	5	1	3	98
27	CCc1cccc(NC(=O)C2CCCN(c3cnccn3)C2)c1 (configuration not stated)
  -12	-2.2	-1	12	-7	16	0	5	1	98
28	CC(=O)Nc1ccc(CN2CCC(CO)(CCOc3ccccc3)CC2)cc1
  -1	3.5	-6	-18	-7	4	2	1	4	106
29	Cc1ccc(CS(=O)Cc2ccc(C(=O)NCc3ccccc3Cl)o2)cc1 (configuration not stated)
  0	-3.3	17	17	-2	4	0	3	-2	99
30	OCCC1CN(Cc2nc3ccc(F)cc3[nH]2)CCN1C1CCCC1 (configuration not stated)
  -7	-4.0	2	20	-7	35	-4	-1	-2	102

# (listing goes on)
# Every second line gives: PKA-R2B activ	MOR-DOR ag	HTR5A inv ag	MOR-DOR inv ag	PKA-R1A activ	Arr AP2 block	HTR5A ag	V-ATPase pH	DAGLB inhibitor	DSG3 Ab inh
31	NC(=O)c1ccccc1NC(=O)CSc1nc2ccccc2c(=O)[nH]1
  10	-3.1	1	16	1	0	2	6	2	97
32	CC(C)(C)c1ccc(-c2nn(CCC#N)cc2/C=N/O)cc1
  -7	-1.1	29	6	-4	-30	2	1	0	103
33	Cc1cccc(Oc2ccc(Cl)cc2N)c1
  -6	2.5	-11	-12	-2	9	-1	-2	-17	106
34	COCCSc1nc(N)c2c3c(sc2n1)CN(C)CC3
  -6	0.1	0	-1	-4	6	3	-1	-2	108
35	COc1ccc(Nc2ncnc3c2c(C)c(C)n3CCCN(C)C)cc1
  6	-1.6	0	8	1	-12	0	2	5	97
36	CCOc1ccc(-c2noc(CCCC(=O)NCC3CCCO3)n2)cc1OC (configuration not stated)
  -3	-0.6	0	2	16	49	0	-8	0	109
37	O=C(Nc1cccc2c1[nH]c(=O)c1ccccc12)C(F)(F)F
  0	/	/	/	-8	/	/	-1	-1	112
38	CNS(=O)(=O)c1cccc(C(=O)OCC(=O)NCCCc2ccccc2)c1
  8	-1.2	-7	6	4	-8	2	8	-1	108
39	Cc1cc(S(=O)(=O)Nc2cccnc2)c(Cl)cc1Cl
  1	-1.1	-3	6	-11	5	-2	1	0	116
40	COc1cccc(CC(CC(=O)O)C(=O)Nc2cc(C)ccc2C)c1 (configuration not stated)
  -7	-0.7	10	4	0	-1	-3	5	2	120
41	CC(C)(C)c1ccc(S(=O)(=O)NCC2CCCO2)cc1 (configuration not stated)
  8	-0.4	-33	2	3	5	9	1	-1	94
42	CC(C)(C)c1ccc(S(=O)(=O)NCc2ccccn2)cc1
  9	-2.3	-5	11	2	14	1	4	-2	92
43	CC(C)OCCCNC(=O)CN1C(=O)CSc2ccc(S(=O)(=O)N3CCCCC3)cc21
  -9	-0.4	1	2	5	4	0	-3	-1	131
44	O=C(O)c1cccc(Cl)n1
  -8	-2.5	-7	13	-2	15	-2	-2	-1	102
45	C=CCn1c(=O)c2ccccc2n2c(SCC(=O)Nc3cc(C)on3)nnc12
  6	0.2	-41	-1	7	0	5	6	-2	103
46	COc1ccc2c(c1)[C@H]1[C@H](CO2)[C@H](c2ccccc2)[C@]2(C)C(=O)N(Cc3ccc(C)cc3)CC(=O)N12
  1	1.0	-5	-6	0	1	8	1	-7	102
47	COc1ccc(OC)c(NC2=C(Cl)C(=O)N(Cc3ccccc3)C2=O)c1
  4	0.8	11	-4	-1	2	-2	-3	4	103
48	Cc1cccc2nc(CSc3ccc(Cl)cc3)cn12
  -7	-2.2	4	11	7	-3	-1	1	-2	104
49	CC(C)(C)N1CC(C(=O)Nc2ccc(S(=O)(=O)N3CCCCC3)cc2)CC1=O (configuration not stated)
  -3	-2.9	-11	15	-6	32	4	-4	-1	103
50	COc1ccc(-c2nnc3ccc(SCC(N)=O)nn23)cc1OC
  2	-1.4	-10	7	-5	26	3	-5	0	99
51	CCC(C)NC(=O)C1(O)c2ccccc2NC(=O)N1c1ccc(C)c(C)c1 (configuration not stated)
  2	-0.3	-27	2	11	4	7	-4	1	96
52	CCCC(=O)c1cc(-c2nc3ccccc3n2C)n(C)c1
  -5	-2.5	15	13	-7	20	4	1	1	99
53	CC(C)NS(=O)(=O)c1ccc(CCC(=O)Nc2ccc3c(c2)OCCO3)cc1
  9	-1.6	6	8	-3	5	2	4	-1	103
54	CN(C)CCN(C(=O)c1ccc2c(c1)OCCO2)c1nc2c(Cl)cccc2s1
  4	3.6	-9	-18	4	7	3	-3	-3	113
55	O=C(OCCN1C(=O)c2ccccc2C1=O)c1cc(S(=O)(=O)N2CCOCC2)ccc1Cl
  -8	-0.1	6	0	-11	12	-3	-2	2	106
56	COc1ccccc1NS(=O)(=O)c1cccc(C(=O)N/N=C/c2ccc(C)o2)c1
  -6	-0.8	0	4	-7	-2	7	4	2	91
57	FC(F)(F)c1cc(-c2ccccc2)nc(NC2CCCC2)n1
  -6	3.1	0	-20	0	10	11	4	-14	/
58	c1ccc2nc3c(cc2c1)CCCCC3
  -4	-1.4	2	7	1	5	-1	0	-2	87

# Screening data as filed in PubChem BioAssay.
